Bioassay records: PubChem BioAssay, several laboratories
bIAP activator – intestinal alkaline phosphatase (bovine) activation; purified bovine IAP, CDP-star luminescence, 30 min; hits give high values; fold of DMSO-control signal, blank-subtracted; activation factor at 20 µM; hit rate 0.17% among 200,000; AID 1016;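 active = activation factor of 2 or more at 20 µM, a signal rise over negative controls twice the positive control's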
Efa HMGR inh – blocks class II HMG-CoA reductase of Enterococcus faecalis. hit rate 0.41% among 190,000. purified E. faecalis HMGR, NADPH absorbance 340 nm kinetic. inhibition, % at 10 µM;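 active = inhibition above a set limit, the median over all tested compounds plus 3 SD, cut at about 9.5% in these data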;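 also: enzyme runs in reverse so mevalonate oxidation gives rising NADPH absorbance; 0% = complete reaction with DMSO and 100% = background rate lacking mevalonate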
TNAP act hiacc – activators of human TNAP at high phosphate acceptor concentration. P05186. purified TNAP, CDP-star luminescence, 1 M DEA, 30 min; hits give high values; 0 = EDTA background, 1 = DMSO-only activity. activation factor at 20 µM. 200,000 tested, under 10 active;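 active = activation factor at least 2 at 20 µM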
Target sequence (P05186 whole entry, looked up): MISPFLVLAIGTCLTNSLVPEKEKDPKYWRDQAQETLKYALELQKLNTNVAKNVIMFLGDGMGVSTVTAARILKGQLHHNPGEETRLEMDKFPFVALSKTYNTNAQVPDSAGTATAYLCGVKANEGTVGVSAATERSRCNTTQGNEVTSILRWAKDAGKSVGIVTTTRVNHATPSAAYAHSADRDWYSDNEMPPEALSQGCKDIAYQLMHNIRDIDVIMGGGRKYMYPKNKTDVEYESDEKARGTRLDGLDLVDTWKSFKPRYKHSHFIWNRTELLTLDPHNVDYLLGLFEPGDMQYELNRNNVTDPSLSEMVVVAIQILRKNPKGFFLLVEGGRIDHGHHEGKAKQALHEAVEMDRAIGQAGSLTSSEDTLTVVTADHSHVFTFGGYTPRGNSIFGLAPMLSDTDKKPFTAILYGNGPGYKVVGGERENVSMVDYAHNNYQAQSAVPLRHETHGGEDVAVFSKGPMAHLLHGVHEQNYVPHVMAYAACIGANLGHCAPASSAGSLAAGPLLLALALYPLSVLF
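Test system – human TNAP · Doses – 20 µM single point · Incubation – 30 min, room temperature · Signal – luminescent substrate turnover signal · Read-out basis – activation factor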
PPARg SRC1 recr – promotes SRC-1 coactivator recruitment by human PPARgamma | P37231 | hit rate 0.41% among 200,000 | PPARgamma-SRC-1 coactivator recruitment biochemical assay | activation, % at 8 µM; in the data active = activation above about 19%;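 also: 0% = DMSO and 100% = reference agonist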
Target sequence (P37231 whole entry, looked up): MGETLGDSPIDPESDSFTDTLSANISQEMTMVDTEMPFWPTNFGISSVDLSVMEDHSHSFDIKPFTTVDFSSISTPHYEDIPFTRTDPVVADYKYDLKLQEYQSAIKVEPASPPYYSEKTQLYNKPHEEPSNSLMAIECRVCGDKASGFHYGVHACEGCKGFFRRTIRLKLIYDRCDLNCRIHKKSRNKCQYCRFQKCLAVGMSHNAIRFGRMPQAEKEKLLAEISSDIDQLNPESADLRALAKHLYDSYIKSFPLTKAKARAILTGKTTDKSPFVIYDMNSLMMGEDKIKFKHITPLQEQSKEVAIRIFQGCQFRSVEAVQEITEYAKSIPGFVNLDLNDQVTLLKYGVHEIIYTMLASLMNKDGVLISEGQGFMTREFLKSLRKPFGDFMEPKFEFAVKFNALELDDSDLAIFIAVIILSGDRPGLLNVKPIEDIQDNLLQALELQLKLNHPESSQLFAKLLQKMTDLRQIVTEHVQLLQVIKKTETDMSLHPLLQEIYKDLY
PPARg SRC-2 ag – PPARgamma-driven SRC-2 recruitment agonism; activation, % at 8 µM; hit rate 0.34% among 200,000; PPARgamma LBD-SRC-2 recruitment, biochemical; AID 1032; in the data active = activation above about 22%;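 also: 0% = vehicle and 100% = reference agonist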
TR-FRET SRC-2 ct – counter-screen for PPARgamma SRC-2 recruitment agonists: TR-FRET artefact | hits give high values | TR-FRET ratio at 8 µM | hit rate 0.4% among 200,000 | AID 1049; in the data active = TR-FRET ratio above about 2000; also: inactives centre near 1500; reference of the scale not given here
TNAP inh noacc – blocks human TNAP activity with no phosphate acceptor present | hit rate 0.26% among 200,000 | P05186 | inhibition, % at 20 µM | purified TNAP, CDP-star luminescence, 30 min;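 active = tissue-nonspecific alkaline phosphatase inhibition above about 50% at 20 µM in the single-dose screen, limit read from the data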;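 also: 0% = DMSO negative control and 100% = EDTA positive control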
bIAP inh – intestinal alkaline phosphatase (bovine) inhibition; purified bovine IAP, CDP-star luminescence, 30 min; inhibition, % at 20 µM; 190,000 tested, under 10 active;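 active = over 50% inhibition of intestinal alkaline phosphatase at 20 µM in the single-dose screen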
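Assay system – bovine IAP enzyme · Quantity – bovine IAP at 1/65,000,000 final dilution · Detection – CDP-star luminescence signal · Times – 30 min reaction at room temperature · Also added – CDP-star substrate at 30 µM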
TNAP inh hi DEA – TNAP (human) inhibition, high acceptor; purified TNAP, CDP-star luminescence, 1 M DEA; inhibition, % at 20 µM; hit rate 0.03% among 200,000; P05186;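 active = over 50% inhibition of tissue-nonspecific alkaline phosphatase at 20 µM in the single-dose screen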;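 also: plate controls were DMSO wells for no effect and EDTA-quenched wells as full inhibition for full effect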
PPARg SRC-3 ag – promotes SRC-3 coactivator recruitment by human PPARgamma. hit rate 0.26% among 200,000. activation, % at 8 µM. P37231. biochemical PPARgamma/SRC-3 coactivator recruitment assay; in the data active = activation above about 23%;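 also: 0% = DMSO and 100% = reference agonist; some compounds past the cut are filed as inactive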
Starred values were filed as active, the others as inactive. An unsorted share of the library; about 1.6% have a hit in one of these screens.

SMILES	bIAP activator	Efa HMGR inh	TNAP act hiacc	PPARg SRC1 recr	PPARg SRC-2 ag	TR-FRET SRC-2 ct	TNAP inh noacc	bIAP inh	TNAP inh hi DEA	PPARg SRC-3 ag
COc1ccc(NC(=O)c2ccc(-c3ccccc3C(F)(F)F)o2)cc1	1	-1.7	1	0.0	17.0	1377	-6.2	0.1	-0.7	0.0
COc1ccc(-n2c(C)cc(C(=O)COC(=O)c3cc(OC)c(OC)cc3NC(=O)c3cccs3)c2C)cc1	1	-1.2	1	8.5	-4.1	1596	-7.3	3.0	-4.1	-0.1
CCOC(=O)c1c(NC(=O)c2cccnc2)sc(C(C)=O)c1C	0.9	-0.5	1	-2.4	3.0	1504	-2.5	10.7	-0.4	-0.6
c1cnc(N2CC[N+]3(CCCC3)CC2)nc1	1	-4.0	1.1	11.9	3.9	1392	-13.8	4.1	-11.0	4.2
COc1ccc(/C=C/CN2CCCC(C(=O)c3ccc(OC)c(F)c3)C2)cc1 (stereo not drawn)	0.8	1.7	1	2.1	-3.8	1577	-9.4	17.9	-4.7	-2.9
COc1ccc(C2C(C#N)=C(N)Oc3c2oc(CO)cc3=O)c(OC)c1OC (stereo not drawn)	1	2.9	1	15.5	12.2	1584	-12.6	4.0	1.3	5.2
CC1(C)C/C(=N\O)c2cc3c(nc2C1)CCCC3	1	-2.2	1	-1.9	-9.3	1567	-4.1	-4.6	0.0	-0.8
CCn1nc(C)c(CCC(=O)O)c1C	1	-5.0	1.1	-8.5	-3.9	1507	-10.6	4.7	-6.4	-3.1
COc1cc(OC)cc(C(=O)N[C@H](C(=O)OCC(=O)Nc2ccc(F)c(F)c2F)C(C)C)c1	0.9	1.0	1	8.8	1.9	1665	-5.4	10.8	-2.4	-2.3
COc1cc(=O)[nH]c(=O)n1C(=O)Cc1ccccc1	1	-0.1	1	-0.7	-0.2	1607	1.0	1.2	-0.7	-11.6
COCC(C)n1c(C)cc(C(=O)CSc2ccc(NC(C)=O)cc2)c1C (stereo not drawn)	0.9	-9.8	1	-2.8	12.7	1474	-2.5	5.6	-4.0	-0.6
O=C(NC1CCCCCC1)c1ccccc1-c1ccccc1	1	-5.1	1	4.8	7.2	1657	-8.5	4.1	-0.9	5.5
O=C(O)C=C1CCN(c2ncc(C(F)(F)F)cc2Cl)CC1	1	-5.8	1	-6.7	7.0	1553	-3.6	2.0	-2.9	-7.0
CN1CCN(c2ccccc2NC(=O)C(Cc2ccccc2)n2cccc2)CC1 (stereo not drawn)	0.9	-2.7	1	-6.8	6.5	1528	-5.6	12.3	-1.9	12.7
COc1cc(/C=N/NC(=O)c2csc3c2CCCC3)cc(OC)c1O	1	1.3	1.1	4.7	2.6	1538	-11.4	3.9	-5.8	0.6
Cc1ccc(C(=S)N2CCN(Cc3ccccc3)CC2)cc1	1	-3.2	1.1	-1.0	2.3	1484	-13.5	2.8	-6.2	3.5
Cc1onc(-c2c(Cl)cccc2Cl)c1C(=O)n1nnc2ccccc21	0.9	-3.7	1	-0.5	1.2	1581	-6.6	5.5	-2.7	3.0
CC(OC(=O)c1nsc(Cl)c1Cl)C(=O)NCc1cccs1 (stereo not drawn)	0.9	-2.6	1.1	-2.5	3.5	1534	-11.3	5.7	-6.8	5.4
C/C(=N\Nc1cccc([N+](=O)[O-])c1)c1cc2ccccc2o1	0.8	5.5	1	0.3	1.0	1603	-3.8	23.8	-1.9	3.0
Cc1cc(C)n(C(=O)c2cccc(S(=O)(=O)N3CCCC3)c2)n1	1	2.5	1.1	-4.3	-5.7	1330	-11.1	1.7	-8.0	-6.8

2 compounds drawn at random from the list so far:
SMILES	bIAP activator	Efa HMGR inh	TNAP act hiacc	PPARg SRC1 recr	PPARg SRC-2 ag	TR-FRET SRC-2 ct	TNAP inh noacc	bIAP inh	TNAP inh hi DEA	PPARg SRC-3 ag
COc1cc(/C=N/NC(=O)c2csc3c2CCCC3)cc(OC)c1O	1	1.3	1.1	4.7	2.6	1538	-11.4	3.9	-5.8	0.6
O=C(O)C=C1CCN(c2ncc(C(F)(F)F)cc2Cl)CC1	1	-5.8	1	-6.7	7.0	1553	-3.6	2.0	-2.9	-7.0

(more compounds)
SMILES	bIAP activator	Efa HMGR inh	TNAP act hiacc	PPARg SRC1 recr	PPARg SRC-2 ag	TR-FRET SRC-2 ct	TNAP inh noacc	bIAP inh	TNAP inh hi DEA	PPARg SRC-3 ag
O=C(Cn1ncc2c1-c1ccccc1OC2)Nc1ccc(S(=O)(=O)N2CCCCC2)cc1	1	-1.7	1	4.5	7.3	1704	10.4	-3.2	-2.9	13.4
OCC(CO)(CO)N=Cc1c(O)ccc2ccccc12	0.9	1.5	1	8.7	-2.3	1687	-7.7	8.9	-3.0	-1.7
CC1CCN(c2cc(N3CCOCC3)c(F)cc2[N+](=O)[O-])CC1	0.9	-0.7	0.9	4.5	-1.6	1431	2.5	6.1	5.2	4.0
CCC(=O)Nc1cc(-c2nn(C)c(=O)c3ccccc23)ccc1N1CCOCC1	1.1	-1.6	1	-2.3	9.0	1565	-6.4	-12.7	-4.4	0.4
COc1cccc(NC(=O)COC(=O)c2ccc(S(=O)(=O)NCc3ccco3)cc2)c1	0.8	-3.2	1.1	-2.8	-1.1	1536	-11.5	15.6	-5.5	0.2
Cc1ccc(C)c(NC(=O)COC(=O)CCc2ccc(S(=O)(=O)N3CCOCC3)cc2)c1	1.1	2.6	1	6.6	12.3	1779	-9.7	-5.3	-0.7	3.0
COc1ccc(-n2c(Cc3cccn3C)nnc2SCC(=O)Nc2cc(Cl)ccc2OC)cc1	1	0.2	1	5.1	-2.3	1636	-5.5	-1.5	-3.2	8.3
CCOc1ccc(NC(=O)COC(=O)C23CC4CC(CC(C4)C2)C3)c([N+](=O)[O-])c1	0.7	0.0	1	-2.2	15.6	1772	8.2	27.3	-0.6	5.5
CC(/C(O)=C(\C#N)c1nc2ccccc2n1C)N1C(=O)c2ccccc2C1=O (stereo not drawn)	1	-1.9	1.1	-3.3	-4.1	1450	-4.6	0.7	-5.7	-2.2
CCn1c2ccccc2c2cc(NC(=O)CSc3nnnn3-c3ccccc3)ccc21	0.8	-4.1	1	-2.4	4.9	1480	-8.1	16.9	-0.3	2.0
Cc1cc(C(=O)OCC(=O)Nc2nnc(C(C)C)s2)c2ccccc2n1	0.9	-2.8	1	3.9	4.7	1690	-8.9	9.7	-0.6	1.7
CC(OC(=O)c1nn(C(C)C)c(=O)c2ccccc12)C(=O)Nc1ncc(Cl)cc1Cl (stereo not drawn)	1.4	-4.4	1	6.5	17.5	1770	1.2	-40.4	-2.8	2.5
O=S(=O)(Nc1ncccn1)c1ccc(NC(=S)NCc2cccnc2)cc1	1	-1.7	1	2.5	5.6	1595	-0.5	-0.6	-1.6	1.2
O=S(Cc1ccccc1)CC(O)(c1ccc(Cl)cc1)c1ccc(Cl)cc1 (stereo not drawn)	0.8	-5.2	1	8.8	10.0	1531	-2.9	19.5	0.0	6.2
CCn1cc(-c2csc(N)n2)c(C)n1	0.9	-0.7	1	5.7	0.7	1427	-8.3	9.3	-1.9	6.8
COC(=O)c1ccc(SCC(=O)N2CCC(C)CC2)c([N+](=O)[O-])c1	0.9	-1.4	1	-0.8	-0.4	1590	-1.4	9.4	0.8	0.4
CC1=CC2=NC(=O)/C(=C\c3cn(C)c4ccccc34)C(=N)N2O1	1.2	-3.1	1	10.8	1.0	1452	-5.2	-15.3	1.4	-0.2
CCOCCCNC(=O)C(NC(=O)CNC(C)=O)c1ccc(C)cc1 (stereo not drawn)	0.7	2.7	1	-2.7	-2.4	1486	-6.7	29.8	0.4	-7.5
CCOC(=O)Cn1c(=N)n(CCOc2ccc(OC)cc2)c2ccccc21	1	-1.2	1	-0.1	-2.2	1556	-6.4	1.9	1.4	4.5
O=S(=O)(NCC1CCCO1)c1cccc(C(F)(F)F)c1 (stereo not drawn)	1	-2.1	1	-1.6	10.9	1555	-1.8	-1.5	-0.9	-7.7

An excerpt from above in order of heavy-atom count, highest first.
SMILES	bIAP activator	Efa HMGR inh	TNAP act hiacc	PPARg SRC1 recr	PPARg SRC-2 ag	TR-FRET SRC-2 ct	TNAP inh noacc	bIAP inh	TNAP inh hi DEA	PPARg SRC-3 ag
CCOC(=O)Cn1c(=N)n(CCOc2ccc(OC)cc2)c2ccccc21	1	-1.2	1	-0.1	-2.2	1556	-6.4	1.9	1.4	4.5
CC1=CC2=NC(=O)/C(=C\c3cn(C)c4ccccc34)C(=N)N2O1	1.2	-3.1	1	10.8	1.0	1452	-5.2	-15.3	1.4	-0.2
CCn1cc(-c2csc(N)n2)c(C)n1	0.9	-0.7	1	5.7	0.7	1427	-8.3	9.3	-1.9	6.8

Further structures:
SMILES	bIAP activator	Efa HMGR inh	TNAP act hiacc	PPARg SRC1 recr	PPARg SRC-2 ag	TR-FRET SRC-2 ct	TNAP inh noacc	bIAP inh	TNAP inh hi DEA	PPARg SRC-3 ag
CCC(C)C(=O)Nc1nccs1 (stereo not drawn)	0.9	0.8	1.1	0.5	-4.3	1601	-6.8	8.4	-6.6	5.2
CC1=CC(c2ccccc2)=Nc2ccc(C)cc2N1	1	0.8	1	3.3	-0.3	1534	-7.9	2.1	-3.0	-2.0
Cc1cccc(NC(=O)Nc2ccc(Oc3c(F)c(F)c(F)c(F)c3F)cc2)c1	0.8	-5.6	1	4.2	-3.0	1604	-24.6	15.8	-4.2	-2.8
CC(=O)N1CCN(C(=O)COc2ccc(Br)cc2)CC1	1	-1.4	1	3.7	3.6	1566	-13.0	1.5	-4.5	-10.4
O=C(CC1C(=O)N(c2ccc(Cl)cc2)C(=S)N1CCc1ccncc1)Nc1ccc(F)cc1 (stereo not drawn)	1	-0.1	1	4.3	4.8	1574	-14.9	-2.3	-3.6	-3.3
COc1cc(OC)c(C2=NOC(C(=O)Nc3ccc4c(c3)OCO4)C2)cc1Cl (stereo not drawn)	1.1	-3.5	1	9.4	5.7	1593	10.3	-8.1	-1.0	2.9
O=C(Oc1ccc(=O)n(-c2ccccc2)n1)c1cccc(Cl)c1	1	-2.8	1	-2.1	-4.3	1398	-6.2	4.0	-2.5	-5.8
COc1ccc2nc(NC(=O)CCNC(=O)c3ccccc3Cl)sc2c1	1.1	-5.9	1	1.1	-6.4	1559	-5.3	-5.7	-3.6	3.3
NCCOc1ccc(C2CCCCC2)cc1	1.1	-6.7	1	5.7	4.7	1578	-17.3	-13.4	-1.1	-3.0
COc1ccccc1/C=C/CN1CCN(c2ccccc2)CC1	1.1	1.5	1.1	-3.9	1.0	1369	-7.4	-6.4	-7.6	-7.8
CCOc1ccc(OCC)c(NS(=O)(=O)c2ccc3c(c2)n(C)c(=O)c(=O)n3C)c1	1	0.5	1.1	1.3	-0.1	1382	-0.6	0.1	-5.3	-12.7
Cc1ccc(Nc2c(-c3ccco3)nc3nc(C)cc(C)n23)cc1	1.1	3.7	1	9.5	17.0	1662	10.2	-10.7	0.0	8.3

Structural class, the entries above with a COOH group.
SMILES	bIAP activator	Efa HMGR inh	TNAP act hiacc	PPARg SRC1 recr	PPARg SRC-2 ag	TR-FRET SRC-2 ct	TNAP inh noacc	bIAP inh	TNAP inh hi DEA	PPARg SRC-3 ag
CCn1nc(C)c(CCC(=O)O)c1C	1	-5.0	1.1	-8.5	-3.9	1507	-10.6	4.7	-6.4	-3.1
O=C(O)C=C1CCN(c2ncc(C(F)(F)F)cc2Cl)CC1	1	-5.8	1	-6.7	7.0	1553	-3.6	2.0	-2.9	-7.0
